Source: PubChem
CHRM5 agonist: human M5 muscarinic receptor agonists, primary screen, CHO-K1 cells, Fluo-8 calcium fluorescence. Muscarinic acetylcholine receptor M5 (Homo sapiens), P08912. CHO-K1 hM5 cells; 0% DMSO wells, 100% maximal acetylcholine response. activation, % at 3 µM. 360,000 tested, 0.19% active. AID 624037, 2012;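 active = activation above the run's mean over test compounds plus 3 SD, cut at about 23% in these data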;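 also: signal is peak over basal fluorescence ratio across the kinetic read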
Target sequence (P08912 whole entry, looked up): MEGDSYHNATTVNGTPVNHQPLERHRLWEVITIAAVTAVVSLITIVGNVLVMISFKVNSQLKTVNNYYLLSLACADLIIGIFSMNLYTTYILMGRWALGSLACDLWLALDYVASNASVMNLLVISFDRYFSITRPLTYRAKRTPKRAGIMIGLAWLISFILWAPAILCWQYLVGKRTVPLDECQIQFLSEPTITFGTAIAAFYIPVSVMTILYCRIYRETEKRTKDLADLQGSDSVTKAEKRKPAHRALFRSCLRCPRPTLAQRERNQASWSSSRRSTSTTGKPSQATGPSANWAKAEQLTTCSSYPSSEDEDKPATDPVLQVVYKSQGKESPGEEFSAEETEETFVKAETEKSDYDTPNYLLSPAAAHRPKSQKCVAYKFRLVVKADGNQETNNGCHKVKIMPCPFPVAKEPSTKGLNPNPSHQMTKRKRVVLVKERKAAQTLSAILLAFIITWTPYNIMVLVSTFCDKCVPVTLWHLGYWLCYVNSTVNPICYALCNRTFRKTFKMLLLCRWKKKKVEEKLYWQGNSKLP
CHRM5 PAM: human M5 muscarinic receptor positive allosteric modulators, primary screen, CHO-K1 cells, Fluo-8 calcium fluorescence; CHO-K1 hM5, ACh EC20 PAM; 0% = ACh EC20, 100% = ACh EC100; activation, % at 3 µM; 360,000 tested, 0.3% active;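 active = activation above the run cutoff, the mean activation of all test compounds plus 3 SD, cut at about 18% in these data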
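Assay system: CHO-K1 hM5 cells / Incubation: Fluo-8 loading 80 min at 37 °C plus 30 min room temperature / Technique: Fluo-8 calcium dye fluorescence, kinetic read / Repeats: single replicate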
TAAR1 ag: human TAAR1 agonists, primary screen, Fluo-8 calcium fluorescence, CHO RD-HGA16 cells | Trace amine-associated receptor 1 (Homo sapiens), Q96RJ0 | vehicle wells 0%, saturating PEA agonist 100% | activation, % at 3 µM | 360,000 tested, 0.99% active | AID 624467, 2012;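 active = activation above the mean activation of all test compounds in the run plus 3 SD, cut at about 38% in these data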
Target sequence (Q96RJ0 whole entry, looked up): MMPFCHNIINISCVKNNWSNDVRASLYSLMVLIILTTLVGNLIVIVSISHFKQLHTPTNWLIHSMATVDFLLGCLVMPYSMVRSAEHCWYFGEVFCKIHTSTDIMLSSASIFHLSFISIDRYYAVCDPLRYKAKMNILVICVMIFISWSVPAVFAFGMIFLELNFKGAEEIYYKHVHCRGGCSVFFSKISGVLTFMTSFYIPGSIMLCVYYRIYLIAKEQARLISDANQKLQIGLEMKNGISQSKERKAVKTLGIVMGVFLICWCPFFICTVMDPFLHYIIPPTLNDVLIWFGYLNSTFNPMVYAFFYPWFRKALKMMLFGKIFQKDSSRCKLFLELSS
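Test system: RD-HGA16 (CHO) cells co-expressing Gα16 and hTAAR1 / Benchmarks: DMSO vehicle as 0%, PEA at EC100 as 100% / Repeats: no replicates (n 1) / Measure: % activation from peak over basal fluorescence ratio, DMSO-to-PEA scaled / Timing: 17-24 h plating, Fluo-8 75 min 37 °C, 30 min RT / Technique: kinetic Fluo-8 calcium fluorescence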
M4 antag: human M4 muscarinic receptor antagonists, primary screen, CHO cells, Fluo-8 calcium fluorescence; Muscarinic acetylcholine receptor M4 (Homo sapiens), P08173; CHO-hM4 cells, ACh EC80; inhibition, % at 3 µM; 360,000 tested, 0.73% active;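 active = inhibition above its plate's cutoff, the mean inhibition of sample wells plus 3 SD, cut at about 27% in these data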;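 also: 0% = acetylcholine EC80 with DMSO and 100% = DMSO without agonist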
M5 antag: human M5 muscarinic receptor antagonists, primary screen, CHO cells, Fluo-8 calcium fluorescence; Muscarinic acetylcholine receptor M5 (Homo sapiens), P08912; CHO-hM5 cells, ACh EC80; inhibition, % at 3 µM; 360,000 tested, 0.59% active; AID 624040, 2012;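 active = inhibition above a per-plate cutoff, the mean of that plate's test compounds plus 3 SD, cut at about 27% in these data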;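 also: 0% = acetylcholine EC80 with DMSO and 100% = DMSO without agonist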
CHRM1 PAM: human M1 muscarinic receptor positive allosteric modulators, primary screen, CHO-K1 cells, Fluo-8 calcium fluorescence, 1536-well. Muscarinic acetylcholine receptor M1 (Homo sapiens), P11229. CHO-K1 hM1, ACh EC20; 0% = ACh EC20, 100% = maximal ACh. activation, % at 3 µM. 360,000 tested, 0.088% active. AID 588819, 2011; in the data active = activation above about 19%, passing the limit was not always enough
M4 ag: human M4 muscarinic receptor agonists, primary screen, CHO-K1 cells, Fluo-8 calcium fluorescence; Muscarinic acetylcholine receptor M4 (Homo sapiens), P08173; CHO-K1 hM4/Gqi5; vehicle 0%, full acetylcholine response 100%; activation, % at 3 µM; 360,000 tested, 0.14% active;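 active = activation above the run mean over all test wells plus 3 SD, cut at about 32% in these data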;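 also: peak over basal fluorescence ratio per well then scaled between controls; 0% = DMSO wells and 100% = acetylcholine at EC100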
M1 ag: human M1 muscarinic receptor agonists, primary screen, Fluo-8 calcium fluorescence, CHO-K1 cells, HTS | Muscarinic acetylcholine receptor M1 (Homo sapiens), P11229 | CHO-K1 hM1, agonist mode; 0% DMSO, 100% acetylcholine EC100 | activation, % at 3 µM | 360,000 tested, 0.33% active | AID 588814, 2011;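 active = activation above the run's mean compound activation plus 3 SD, cut at about 16% in these data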;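 also: peak over basal fluorescence ratio within a 140 s kinetic read after compound addition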
M1 antag: human M1 muscarinic receptor antagonists, primary screen, CHO-K1 cells, Fluo-8 calcium fluorescence, 1536-well | Muscarinic acetylcholine receptor M1 (Homo sapiens), P11229 | CHO-K1 hM1, ACh EC80 antagonist | inhibition, % at 3 µM | 360,000 tested, 1.3% active;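 active = percent inhibition above its own plate's cutoff, namely the mean of that plate's compound wells plus 3 SD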;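 also: peak over basal fluorescence ratio during 140 s after agonist addition; 0% = ACh EC80 plus DMSO and 100% = DMSO alone without agonist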
* marks the source's active call; other numbers are inactive results; . = not tested or not shown.

molecule,CHRM1 PAM,M4 antag,M4 ag,M5 antag,M1 antag,TAAR1 ag,M1 ag,CHRM5 PAM,CHRM5 agonist
Cc1ccc(C(=O)NNC(=O)C(C)Sc2nc(N)cc(N)n2)cc1 (stereo not drawn),9,-8,0,-9,1,0,-3,3,-1
O=C(c1ccc(S(=O)(=O)NCc2ccco2)cc1)N1CCCC1,12,2,0,-9,-3,1,-5,1,-1
COc1cccc(Cn2nnc3c(=O)[nH]c(C4CCCN(C(=O)c5ccccc5Cl)C4)nc32)c1 (stereo not drawn),-5,-1,2,9,15,3,-4,-2,-4
O=C(NCc1ccccn1)c1cc(-c2ccccc2)on1,0,-15,0,-2,-9,2,-6,-2,0
Cc1ccccc1NC(=S)N(Cc1cccs1)C1CCCC1,11,-4,6,1,-5,0,-2,4,-5
Cc1nc(-c2ccc(-c3ccon3)s2)no1,6,5,1,10,-10,-1,-4,-3,-6
COc1ccc(CNC(=O)CN(Cc2ccccc2OC)C(=O)c2csnn2)cc1,2,-3,8,-9,-5,4,-5,4,0
Cc1cccc(N2CCN(C(=O)C3(S(=O)(=O)c4ccc(Cl)cc4)CC3)CC2)c1C,6,-12,0,0,-8,1,-3,4,7
CC(C)Cc1nc(SCC(=O)Nc2nnc(CC(C)C)s2)n[nH]1,5,12,1,-4,-7,0,3,7,2
CCC(C)N(C(=O)COC(=O)CNC(=O)c1sc2ccccc2c1Cl)C1CCS(=O)(=O)C1 (stereo not drawn),18,-1,1,-12,-9,0,-2,18,1
CCC(c1nnnn1-c1ccc2c(c1)OCCO2)N1CCc2ccccc2C1 (stereo not drawn),.,-5,1,-3,.,-1,.,-4,-3
O=C(Nc1ccc(F)cc1)Oc1ccc[nH]c1=O,-11,-8,10,4,18,17,2,-9,6
c1cnc(-c2noc(CN3CCN(C4CCCC4)CC3)n2)cn1,2,-13,2,-9,-2,1,-6,8,0
CCC(Sc1nc2ncnc(N)c2[nH]1)C(=O)O (stereo not drawn),11,2,3,7,-13,0,-2,-1,-2
NC(=O)CNC1CC(=O)N(CCc2ccccc2)C1=O (stereo not drawn),1,3,1,0,-2,2,-1,-1,1
Cc1ccc(-c2csc3ncnc(Nc4ccc(N5CCOCC5)cc4)c23)cc1,-10,3,0,-3,5,0,-6,-12,-12
O=C(NC(=S)NCc1ccccc1)c1ccccc1Br,4,-7,0,-8,-5,3,-2,7,0
O=C1C=C(c2ccccc2)CC(c2cccs2)C1n1cnc([N+](=O)[O-])c1 (stereo not drawn),4,-2,3,-1,-6,19,-3,-3,-2
COCC(=O)Nc1ccc2c(c1)[C@@H]1C[C@H](CC(=O)OC)O[C@@H](CO)[C@@H]1O2,-10,-2,2,-9,19,2,-2,-4,-1
Cn1c(=O)n(CCc2ccccc2)c(=O)c2c1nc1n2CCCN1CCc1ccccc1,2,8,9,15,-21,19,0,-9,-4
CC(=O)NNC(=O)CCC(=O)Nc1ccccc1,-2,-1,7,-7,4,5,-3,-16,3
COc1cc(F)ccc1-c1csc(C(C)(NC(C)=O)c2ccccc2)n1 (stereo not drawn),1,-14,-2,-6,-4,9,-7,-2,-3
O=C1CN(C(=O)CSc2nnnn2-c2ccc(Cl)cc2)c2ccccc2N1,-6,8,5,7,7,15,-4,-4,2
Fc1ccc(NC(=S)N2CCCC2)cc1,11,11,0,-1,-5,-1,0,1,-1
O=C(Nc1ccncc1)c1ccc(Br)cc1,11,-2,0,9,-11,13,-5,3,-6
CC1(C(=O)NC2CCN(Cc3ccccc3)CC2)CCN1Cc1ccc(OC(F)(F)F)cc1 (stereo not drawn),0,-4,3,-4,-8,0,-8,3,-3
COC(=O)C1=CN(c2ccc(C(C)(C)C)cc2)C(N)=C(C#N)C1c1ccccc1F (stereo not drawn),.,-6,1,5,.,1,.,-2,1
COCCn1c(=NC(=O)c2ccc3c(c2)OCCO3)sc2cc(S(N)(=O)=O)ccc21,6,-5,5,11,-4,4,0,-6,-5
Cc1nc2c3ccccc3n(CC#N)c(=O)n2n1,3,-6,0,-2,-7,2,-1,3,1
Cc1ccc2c(C(=O)CN3CCN(c4ccccc4)CC3)c(C)[nH]c2c1,0,5,3,6,-7,2,-2,-1,2
CCCP(=O)(CC(=O)O)c1ccccc1 (stereo not drawn),4,-13,0,1,-8,8,-3,3,-1
Cc1cccnc1NC(=S)NC(=O)c1cncc(Br)c1,5,13,0,7,-4,10,-4,-2,-5
O=c1c2ccccc2cnn1Cc1n[nH]c(=S)n1-c1ccccc1Cl,10,3,1,-2,-4,3,-3,0,3
COc1ccc2cc(Br)ccc2c1CC(=O)NC(C)(C)C,6,7,-1,9,-9,0,-8,-1,-6
FC(F)(F)c1ccc(/C=N/N2CCN(Cc3cccc4ccccc34)CC2)cc1,15,-2,0,-15,-8,20,0,4,3
O=S(=O)(NC1=NCCC1)c1cccc(NS(=O)(=O)c2ccc(F)c(Cl)c2)c1,7,-7,2,5,-3,4,-4,3,-1
COc1ccc(S(=O)(=O)N2CCCC(C(F)(F)F)C2)cc1 (stereo not drawn),10,1,-1,3,-9,0,-13,-3,0
CCc1cccc(NC(=O)CCS(=O)(=O)c2cc3c(cc2C)NC(=O)CO3)c1,-7,10,2,6,15,0,-3,-7,2
CC(C)(C)C(=O)Nc1nc(NC(=O)C(C)(C)C)nc(-c2ccccc2Cl)n1,-1,6,0,11,2,4,-3,-7,-3
COc1ccccc1CCC(=O)Nc1ccc(S(=O)(=O)Nc2cc(C)nc(C)n2)cc1,6,5,0,-1,10,0,-6,4,0
CN1C(=O)N(c2cccc3ccccc23)C(n2cncn2)C1(C)C (stereo not drawn),11,-6,1,4,-21,14,0,5,0
CN(C)S(=O)(=O)N1CCc2ccc(NC(=O)c3ccccc3Cl)cc2C1,-3,5,4,4,0,3,-4,-7,11
CC(=O)Oc1ccc(-c2cccc(C(=O)NCCCO)c2)cc1,-7,-1,1,6,13,2,-3,-3,3
O=C(CCC(=O)OCC(=O)c1ccc(-c2ccccc2)cc1)Nc1cccc(Cl)c1,4,-6,0,0,14,4,-3,2,1
CCN(CC)C(=O)Cn1c(=O)n(-c2ccccc2)c(=O)c2c3c(sc21)CCC3,15,-3,1,1,-20,10,-3,3,-1
O=C(O)c1ccc(CNC(=O)C2CCN(S(=O)(=O)c3cccs3)CC2)cc1,6,-1,1,-2,-20,0,-1,-2,0
O=C1CCCc2c1sc1nc3n(c(=O)c21)CCCCC3,7,-1,1,-5,-11,8,-8,4,-8
CN(c1ccccc1)S(=O)(=O)c1cccc(NC(=O)Cc2ccc(Cl)cc2)c1,-6,4,15,18,9,11,0,-25,0
O=C(CC(c1ccccc1)c1ccccc1)Nc1ccncc1,-2,1,5,1,0,-2,-2,-7,-3
c1ccc(Oc2ccc(-c3ccn[nH]3)cc2)cc1,2,8,1,2,-3,4,-3,7,1
COc1ccc(Oc2cccc(Cl)c2CNC(=O)c2ccccc2C(=O)O)cc1,1,2,2,6,-1,2,-7,-8,-4
CSc1ccccc1NC(=O)c1ccccn1,0,-6,0,-8,-8,5,-13,-5,-7
COC(=O)C1=CN(c2ccc(OC)cc2OC)C(N)=C(C#N)C1c1ccc(OC)cc1 (stereo not drawn),.,0,3,-6,.,6,.,4,5
O=c1oc2ccccc2c2c1SC(C(F)(F)F)C2 (stereo not drawn),1,4,0,0,-5,5,-6,-11,-8
COc1c(Cl)ccc(Cl)c1C(=O)NC(=O)N1CCOCC1,5,4,0,4,0,10,-3,2,2
CC1CCC2(CC1)NC(=O)N(NC(=O)CCc1c[nH]c3ccccc13)C2=O (stereo not drawn),-5,7,1,9,8,2,-2,-1,-4

Later entries
molecule,CHRM1 PAM,M4 antag,M4 ag,M5 antag,M1 antag,TAAR1 ag,M1 ag,CHRM5 PAM,CHRM5 agonist
COc1ccc(CN(C(=O)c2snc(C(N)=O)c2N)C(C(=O)NC2CCCC2)c2ccc(OC)c(OC)c2)cc1 (stereo not drawn),5,-3,7,3,-11,2,-1,2,-2
Cc1ccc(F)cc1NC(=O)CCc1c(C)nn(-c2ccc(N3CCCCC3)nn2)c1C,-8,-3,2,9,6,5,-10,-3,-3
O=C(N/N=C/c1ccccn1)C(O)c1ccccc1 (stereo not drawn),7,-6,1,4,-16,4,-2,5,2
Cc1cccc(CN2CCCC(C(=O)c3ccc4c5c(cccc35)CC4)C2)n1 (stereo not drawn),-22,9,5,5,95*,-1,-4,0,-11
O=C(c1ccncc1)N1CCN(C(=O)c2cccs2)CC1,-3,3,0,-2,-13,1,-3,4,-2
COc1ccc(NC(=O)CN(C)S(=O)(=O)c2ccc(Cl)cc2)cc1Cl,6,11,2,3,7,6,-2,1,-1
CC(=O)Nc1cccc(C(=O)OCC(=O)NC2CCCCCCC2)c1,-4,-8,21,14,5,4,1,-24,7
Cc1ccc(OCCC(=O)Nc2ccc(C)c(F)c2)cc1,5,-11,0,4,-8,3,-4,-4,-10
COc1ccc2c(c1OC)C(=O)OC2CC(=O)c1ccc(N(C)C)cc1 (stereo not drawn),3,12,1,-3,-3,2,-2,1,0
COc1cccc(CN(C)C(=O)c2ccc(S(=O)(=O)Nc3ccccc3C)cc2)c1OC,-4,-2,8,4,-11,8,5,-7,8
O=C(Nc1nnc(S(=O)(=O)N2CCOCC2)s1)c1ccccc1F,7,-20,-2,7,-11,0,-3,-4,-4
COc1ccc(-c2ccc(C(=O)Nc3cccc(NS(C)(=O)=O)c3)c3occc23)c(C)c1,-12,31*,7,15,28,3,-3,-15,-1

Filtered by structure: the entries above containing a cyano group
molecule,CHRM1 PAM,M4 antag,M4 ag,M5 antag,M1 antag,TAAR1 ag,M1 ag,CHRM5 PAM,CHRM5 agonist
COC(=O)C1=CN(c2ccc(C(C)(C)C)cc2)C(N)=C(C#N)C1c1ccccc1F (stereo not drawn),.,-6,1,5,.,1,.,-2,1
Cc1nc2c3ccccc3n(CC#N)c(=O)n2n1,3,-6,0,-2,-7,2,-1,3,1
COC(=O)C1=CN(c2ccc(OC)cc2OC)C(N)=C(C#N)C1c1ccc(OC)cc1 (stereo not drawn),.,0,3,-6,.,6,.,4,5

A portion of the library; rates above refer to the full screens.
